CHRM5 PAM = potentiates acetylcholine response at human M5 receptor. P08912. CHO-K1 hM5, Fluo-8 calcium, ACh EC20 PAM; 0% = ACh EC20, 100% = ACh EC100. activation, % at 3 µM. 360,000 compounds, 0.3% hits. AID 624038;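 active = activation above the run cutoff, the mean activation of all test compounds plus 3 SD, cut at about 18% in these data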
Target sequence (P08912 whole entry, looked up): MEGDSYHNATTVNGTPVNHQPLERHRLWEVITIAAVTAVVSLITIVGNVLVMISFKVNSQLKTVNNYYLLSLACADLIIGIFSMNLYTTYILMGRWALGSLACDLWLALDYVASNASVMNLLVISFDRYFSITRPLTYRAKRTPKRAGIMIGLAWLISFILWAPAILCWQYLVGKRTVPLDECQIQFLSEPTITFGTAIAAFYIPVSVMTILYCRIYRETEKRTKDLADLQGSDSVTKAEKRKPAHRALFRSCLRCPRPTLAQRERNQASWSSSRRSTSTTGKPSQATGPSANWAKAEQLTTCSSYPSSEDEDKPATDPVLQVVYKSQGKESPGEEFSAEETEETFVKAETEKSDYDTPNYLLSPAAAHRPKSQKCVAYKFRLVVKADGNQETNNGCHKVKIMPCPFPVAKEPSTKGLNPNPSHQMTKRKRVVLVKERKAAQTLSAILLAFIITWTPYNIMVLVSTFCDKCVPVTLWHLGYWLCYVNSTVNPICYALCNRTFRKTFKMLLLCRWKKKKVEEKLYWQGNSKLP
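Measured by: Fluo-8 calcium fluorescence; material: human M5 receptor in CHO-K1 cells; schedule: Post-acetylcholine fluorescence recording 140 s; benchmarks: low control EC20 acetylcholine (0%), high control EC100 acetylcholine (100%); read-out: Max/basal fluorescence ratio as % of EC20–EC100 ACh window; compound: single dose, 3 µM nominal final test concentration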
CHRM5 antagonist = blocks acetylcholine activation of human M5 receptor. P08912. AID 624040. 360,000 compounds, 0.59% hits. CHO-hM5 cells, Fluo-8 calcium fluorescence, ACh EC80. inhibition, % at 3 µM;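 active = inhibition above a per-plate cutoff, the mean of that plate's test compounds plus 3 SD, cut at about 27% in these data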;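 note: 0% = acetylcholine EC80 with DMSO and 100% = DMSO without agonist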
CHRM4 agonist = CHRM4 agonism in calcium assay; P08173; 360,000 compounds, 0.14% hits; CHO-K1 hM4/Gqi5, Fluo-8 calcium fluorescence; vehicle 0%, full acetylcholine response 100%; activation, % at 3 µM;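 active = activation above the run mean over all test wells plus 3 SD, cut at about 32% in these data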;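 note: peak over basal fluorescence ratio per well then scaled between controls; 0% = DMSO wells and 100% = acetylcholine at EC100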
Target sequence (P08173 whole entry, looked up): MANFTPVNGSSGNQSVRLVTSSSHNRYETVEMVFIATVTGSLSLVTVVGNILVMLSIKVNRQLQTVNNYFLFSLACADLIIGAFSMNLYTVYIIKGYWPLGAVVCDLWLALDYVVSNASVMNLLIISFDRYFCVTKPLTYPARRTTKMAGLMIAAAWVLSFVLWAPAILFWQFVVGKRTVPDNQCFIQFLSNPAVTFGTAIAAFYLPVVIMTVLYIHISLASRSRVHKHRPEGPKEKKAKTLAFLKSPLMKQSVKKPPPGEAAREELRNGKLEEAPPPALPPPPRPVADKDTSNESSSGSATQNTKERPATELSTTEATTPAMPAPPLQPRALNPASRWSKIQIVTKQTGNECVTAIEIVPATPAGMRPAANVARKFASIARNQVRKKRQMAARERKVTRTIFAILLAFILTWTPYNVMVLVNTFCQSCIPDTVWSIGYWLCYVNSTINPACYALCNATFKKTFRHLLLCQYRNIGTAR
CRFBP-R2 agonist = CRF-BP/CRF-R2 complex agonism; HEK293 CRF-R2/CRF-BP, calcium dye fluorescence (FLIPR); percent of saturating CRF peptide response; activation, % at 13.2 µM; 350,000 compounds, 0.46% hits; AID 588473;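 active = activation of at least 50%, plus an integration ratio under a set limit after plate pattern correction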;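 note: plate controls were neutral control wells without compound for no effect and CRF at EC100 for full effect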
CRFBP-R2 block = antagonists of CRF-binding protein/CRF-R2 receptor complex; inhibition, % at 11.8 µM; 350,000 compounds, 0.59% hits; HEK293 CRF-R2/CRF-BP, CRF-induced calcium fluorescence; AID 588475;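 active = inhibition of the ligand-induced calcium signal above about 50% at the single tested concentration, limit read from the data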
CHRM5 agonist = CHRM5 agonism in calcium assay | CHO-K1 hM5 cells, Fluo-8 calcium fluorescence; 0% DMSO wells, 100% maximal acetylcholine response | AID 624037 | 360,000 compounds, 0.19% hits | activation, % at 3 µM;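 active = activation above the run's mean over test compounds plus 3 SD, cut at about 23% in these data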;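 note: signal is peak over basal fluorescence ratio across the kinetic read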
M4 PAM = CHRM4 positive allosteric modulation; P08173; CHO-K1 hM4/Gqi5, Fluo-8 calcium fluorescence, ACh EC20; 0% = ACh EC20, 100% = maximal ACh; activation, % at 3 µM; 360,000 compounds, 0.4% hits;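 active = activation above its plate's cutoff, the mean activation of sample wells plus 3 SD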; note: some results filed as inactive read as strong as hits
M4 antag = CHRM4 antagonism in calcium assay. P08173. CHO-hM4 cells, ACh EC80, Fluo-8 calcium fluorescence. inhibition, % at 3 µM. 360,000 compounds, 0.73% hits;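 active = inhibition above its plate's cutoff, the mean inhibition of sample wells plus 3 SD, cut at about 27% in these data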;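 note: 0% = acetylcholine EC80 with DMSO and 100% = DMSO without agonist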
IDE cell inh = inhibits human insulin-degrading enzyme in HEK cells; P14735; FAbetaB cleavage, fluorescence polarization; inhibition, % at 5.59 µM; 320,000 compounds, 0.41% hits; AID 434962;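 active = percent inhibition above the average of all tested compounds plus 3 SD, set per screening campaign, cut at about 16% in these data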;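 note: IDE supplied by intact live HEK cells; FP after avidin binding of uncleaved biotin substrate so inhibition keeps polarization high; 0% = DMSO wells and 100% = 60 µM reference IDE inhibitor Ii1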
Numbers without * were called inactive; / = not tested or not shown.

Values run as follows: CHRM5 PAM | CHRM5 antagonist | CHRM4 agonist | CRFBP-R2 agonist | CRFBP-R2 block | CHRM5 agonist | M4 PAM | M4 antag | IDE cell inh
#1 CCC(c1nnc(SCC(=O)Nc2ccc(S(N)(=O)=O)cc2)n1Cc1ccccc1)N(C)C (configuration not stated)
    -7.5 | 9.7 | 1.6 | -0.4 | 9.5 | -4.0 | 3.6 | 2.4 | -0.2
#2 Cc1c(C)c2ccc(OCC(=O)N3CC[C@@]4(O)CCCC[C@H]4C3)cc2oc1=O
    3.4 | -1.9 | 0.9 | 2.7 | 12.6 | 1.6 | -3.9 | 5.3 | 8.0
#3 COc1cc(Cn2nnc3ccccc32)ccc1O
    -1.7 | 13.7 | 1.0 | -1.5 | -6.6 | -2.5 | -5.5 | 0.6 | 1.6
#4 O=C(COC(=O)C1(c2ccc(F)cc2)CCCC1)NCc1ccco1
    -8.2 | 7.6 | 0.0 | 2.1 | 14.4 | -10.7 | -1.4 | 5.7 | 5.1
#5 CC(C)CCNC(=O)C(=O)NCCC1=CCCCC1
    -5.4 | 9.6 | 0.4 | 3.7 | -23.8 | -2.6 | -3.4 | 6.9 | -0.3
#6 O=C(O)C(=O)/C(=C\c1ccccc1)c1ccc2ccccc2n1
    0.3 | -8.8 | 0.2 | 17.9 | -7.6 | -5.2 | -0.7 | -3.6 | 3.3
#7 CC(=O)Nc1ccc(S(=O)(=O)N2CCC(C(=O)c3ccc(F)cc3)CC2)cc1
    -4.3 | 3.8 | 12.5 | 0.1 | 7.1 | 3.1 | -7.6 | 12.1 | -2.6
#8 COc1ccc(N=C2C=CC(=O)O2)cc1
    10.0 | 6.3 | 0.6 | -2.4 | 11.2 | 1.7 | 6.7 | -8.2 | /
#9 Cn1nccc1C(=O)N1CCN(c2cccc(C(F)(F)F)c2)CC1
    -7.0 | 11.7 | 7.3 | 0.4 | 2.7 | 1.2 | -2.0 | 1.0 | 8.5
#10 Cc1c(N2C(=O)C3C4C=CC(C5CC45)C3C2=O)c(=O)n(-c2ccccc2)n1C (configuration not stated)
    3.1 | 5.8 | 0.4 | -1.0 | 115.2* | 1.1 | 10.9 | -6.9 | 1.6
#11 COc1cc(C)c(C#N)c(OC)n1
    5.7 | -5.5 | 0.0 | 0.6 | -12.6 | -1.6 | -0.8 | -6.2 | 4.9
#12 CSCCC(NS(=O)(=O)c1ccc(C)cc1)C(=O)N1CCN(C(c2ccccc2)c2ccccc2)CC1 (configuration not stated)
    -10.1 | 1.8 | -0.7 | 0.0 | 5.9 | -5.5 | -4.8 | 3.7 | 6.4
#13 COc1ccc(C=CC(=O)c2ccc(OC)c(OC)c2)cc1O
    -5.7 | 12.1 | 3.9 | 2.1 | 8.7 | 1.8 | 7.8 | -7.3 | /
#14 CC1(C)OC(=O)C2=C(C[C@@H](C3CCCCC3)O[C@H]2c2ccccc2)O1
    -9.1 | -3.1 | -3.0 | / | / | -5.4 | -6.8 | -9.6 | /
#15 Cc1cc(NC(=O)c2c(C)noc2C)no1
    -11.6 | 11.5 | 14.4 | -0.6 | 10.7 | 0.5 | -19.6 | 2.1 | 5.5
#16 Cc1nn(-c2ccccc2)c(C)c1/C=N/NC(=O)CSc1nnc(-c2ccccc2)n1-c1ccc(Cl)cc1
    -5.5 | 7.4 | -0.4 | -0.6 | 4.0 | -1.9 | -4.6 | 7.3 | 3.3
#17 CCOC(=O)c1c(-c2ccc(C)s2)csc1N
    -4.9 | -2.8 | -0.9 | 2.2 | -10.9 | -5.9 | 2.8 | -7.1 | -1.3
#18 O=C(c1cccnc1)N1CCN(C(=O)c2ccccc2F)CC1
    2.1 | -3.6 | -0.1 | -0.1 | 8.5 | -1.9 | -2.2 | -3.8 | -0.1
#19 Cc1cccn2c(=O)c3cc(C(=O)NCC(C)C)sc3nc12
    -7.3 | 11.5 | 9.7 | -2.1 | 12.1 | -1.3 | -2.2 | -16.2 | -4.0
#20 CC(=O)c1c(C)oc2ccc(N(C(C)=O)S(=O)(=O)c3ccc(Cl)c([N+](=O)[O-])c3)cc12
    -0.8 | -1.3 | 0.3 | -0.9 | 1.1 | 0.8 | -0.7 | 5.5 | -0.6
#21 CC(=O)Nc1ccc(NC(=O)CN(c2cccc(C)c2)S(C)(=O)=O)cc1
    -3.4 | 7.9 | 1.4 | -0.2 | -6.4 | 0.7 | 5.0 | 8.9 | -1.8
#22 C/C(=C\COc1ccc2ccc(=O)oc2c1)CC[C@@H](O)C(C)(C)O
    4.0 | -2.8 | 1.9 | -0.3 | -2.1 | 4.8 | 2.3 | 4.2 | -3.7
#23 O=C1c2ccccc2-c2onc3ccc(NCc4ccco4)c1c23
    -10.0 | 21.7 | 10.4 | 147.8* | -115.8 | 16.1 | -6.8 | 16.4 | 20.2*
#24 COc1ccc(C(=O)/C=C/c2ccc(OC3CSC3)cc2)cc1OC
    -5.9 | 8.2 | 8.0 | -1.3 | -3.0 | 2.8 | -7.6 | 5.5 | 4.3
#25 O=C(COc1ccc(Br)cc1Br)NC1CCS(=O)(=O)C1 (configuration not stated)
    1.8 | 1.3 | 1.4 | -0.8 | 1.4 | -2.1 | -1.5 | 4.0 | -0.1
#26 COc1ccc(C)cc1-n1c(SCC(=O)Nc2cc(C)on2)nc2ccccc2c1=O
    1.5 | 5.1 | -0.2 | -1.1 | -6.2 | -0.7 | 7.1 | -1.0 | 10.0
#27 O=C(NCc1nnnn1-c1ccc(F)c(F)c1)c1ccc(S(=O)(=O)N2CCOCC2)cc1
    0.0 | 1.3 | 0.8 | -0.9 | -5.5 | 0.9 | -0.9 | 3.9 | 1.0
#28 O=C(OCc1ccccc1)N1CCC2CC1c1c2cccc1N1CCOCC1 (configuration not stated)
    3.9 | -9.9 | 5.8 | / | / | 0.9 | 1.2 | -24.6 | /
#29 CCCn1c(S(=O)(=O)O)nc2ccccc21
    7.5 | -7.5 | 0.3 | -1.5 | 3.0 | 2.3 | 7.6 | -4.9 | -1.9
#30 Cc1ccccc1-n1c(O)c(/C=C/C=Nc2ccccc2)c(=O)[nH]c1=O
    -4.3 | 0.9 | 13.6 | 81.4* | -85.7 | 13.4 | -6.9 | 4.9 | 65.5*

No new results follow: 3 of the compounds above.
Values run as follows: CHRM5 PAM | CHRM5 antagonist | CHRM4 agonist | CRFBP-R2 agonist | CRFBP-R2 block | CHRM5 agonist | M4 PAM | M4 antag | IDE cell inh
#24 COc1ccc(C(=O)/C=C/c2ccc(OC3CSC3)cc2)cc1OC
    -5.9 | 8.2 | 8.0 | -1.3 | -3.0 | 2.8 | -7.6 | 5.5 | 4.3
#25 O=C(COc1ccc(Br)cc1Br)NC1CCS(=O)(=O)C1 (configuration not stated)
    1.8 | 1.3 | 1.4 | -0.8 | 1.4 | -2.1 | -1.5 | 4.0 | -0.1
#26 COc1ccc(C)cc1-n1c(SCC(=O)Nc2cc(C)on2)nc2ccccc2c1=O
    1.5 | 5.1 | -0.2 | -1.1 | -6.2 | -0.7 | 7.1 | -1.0 | 10.0

More records follow.
Values run as follows: CHRM5 PAM | CHRM5 antagonist | CHRM4 agonist | CRFBP-R2 agonist | CRFBP-R2 block | CHRM5 agonist | M4 PAM | M4 antag | IDE cell inh
#31 COc1ccc(C(=O)N(CCCO)C(C)C(=O)NC2CCCCC2)cc1OC (configuration not stated)
    -3.6 | 1.0 | 1.9 | -1.5 | 7.5 | 1.9 | -4.5 | 6.0 | 2.2
#32 CC1(C)CC(=O)C2=C(C1)Oc1ncn3nc(-c4cccnc4)nc3c1C2c1ccccc1 (configuration not stated)
    3.4 | -6.7 | 0.2 | -2.4 | 2.3 | -1.0 | 9.4 | -12.8 | /
#33 Cc1ccc(-c2nnn(CC(=O)N(CCN3CCOCC3)C(C(=O)NC3CCCC3)c3ccncc3)n2)o1 (configuration not stated)
    4.7 | -2.5 | 0.6 | -1.5 | 0.5 | -3.3 | 11.6 | -0.8 | 5.4
#34 CN1CCN(c2ccc(NC(=O)c3sc4ccccc4c3Cl)cc2)CC1
    -9.8 | 6.6 | 1.8 | -0.1 | -0.9 | -16.9 | -8.1 | 13.3 | 5.9
#35 CC(CCc1ccccc1)NC(=O)CSc1nc(N)cc(N)n1 (configuration not stated)
    -2.6 | -0.2 | 0.4 | 2.5 | -30.5 | -1.3 | 1.4 | -2.7 | 0.7
#36 O=C(CSc1nn(-c2ccc(F)cc2)c(=S)s1)NC1CCS(=O)(=O)C1 (configuration not stated)
    -4.9 | 2.5 | -1.4 | -1.6 | 1.6 | -1.2 | 0.4 | -9.0 | -4.3
#37 N#Cc1c(N2CCOCC2)nsc1-c1ccc(C(F)(F)F)cc1
    6.3 | 6.2 | -0.3 | 0.9 | -22.5 | 4.4 | -0.4 | 2.2 | 4.3
#38 CN1CCN(c2ccc(Cl)cc2NC(=O)c2ccc(S(=O)(=O)N(C)C)cc2)CC1
    7.6 | 3.1 | 7.1 | 3.4 | -1.9 | -3.2 | -1.4 | -0.2 | 2.5
#39 O=C(Nc1ccccc1N1CCCC1)c1cccc(F)c1
    -1.3 | 1.7 | 0.0 | -1.9 | 17.6 | -5.8 | -1.9 | -10.1 | -4.0
#40 Cc1ccc(C(=O)NC2CCCC2)s1
    0.2 | -4.0 | 0.4 | 2.5 | -2.3 | -4.4 | 1.8 | 0.5 | -1.7
#41 COc1cc(/C=C/C(=O)OCC(=O)NCCC2=CCCCC2)ccc1O
    1.8 | 6.7 | 1.1 | -2.0 | 12.0 | -5.9 | 8.6 | -1.5 | -2.4
#42 COc1ccc(N(C(=O)c2ccc(Br)o2)C2C=CS(=O)(=O)C2)c(OC)c1 (configuration not stated)
    6.4 | -2.0 | 0.6 | -0.5 | 9.1 | 1.3 | -3.1 | 5.5 | -4.3
#43 O=C(O)CN1C(=O)/C(=C2\SC(=S)N(C(Cc3ccccc3)C(=O)O)C2=O)c2ccccc21 (configuration not stated)
    10.6 | 3.5 | -0.6 | -4.5 | 9.0 | -7.7 | 3.2 | 3.1 | -3.8
#44 O=S(=O)(NC1CCCCCCC1)c1ccccc1F
    -2.7 | 15.1 | 1.1 | -0.6 | -12.2 | -5.2 | -4.1 | 4.2 | 2.1
#45 CC(=O)N1CCC2(CC1)C(C#N)=C(N)Oc1n[nH]c(C(F)(F)F)c12
    -0.2 | 1.0 | 1.2 | 2.2 | -10.9 | 1.0 | 16.9 | -18.6 | 0.1
#46 CC(C)(C)C1CCc2onc(C(=O)Nc3cnn(Cc4ccc(F)cc4)c3)c2C1 (configuration not stated)
    -0.6 | 3.1 | 0.6 | 0.1 | 7.4 | -0.4 | 6.2 | 1.9 | -3.6
#47 O=C(c1ccco1)N1C2C=CC(C2)C1(C(F)(F)F)C(F)(F)F (configuration not stated)
    -2.9 | 2.3 | -0.3 | 0.2 | 10.6 | -1.5 | -0.4 | 2.7 | 3.4
#48 CN1C[C@@H]2[C@@H]3C(=O)N(Cc4ccccc4)C(=O)[C@@H]3[C@](C)(C1=O)N2C(=O)c1ccc(Br)cc1
    2.0 | 15.8 | 1.7 | -1.0 | 4.3 | -1.1 | 4.6 | 6.5 | /
#49 CN1CCN(c2nc(-c3cccs3)nc3ccccc23)CC1
    -2.4 | -2.1 | 3.4 | -0.5 | -23.9 | -6.3 | -4.3 | -1.2 | 0.1
#50 O=C(COc1ccccc1Cl)Nc1nnc(S(=O)(=O)N2CCCCCC2)s1
    -2.2 | 0.9 | 1.2 | 11.8 | 12.5 | 1.3 | 3.7 | -14.6 | 5.1
#51 O=S(=O)(c1ccc(Br)cc1F)N1CC[C@H](O)C1
    -1.1 | -1.8 | 1.0 | -0.1 | 15.7 | 1.0 | -0.5 | -9.0 | /
